Tb PFK inh: T. brucei PFK enzyme inhibition; O15648; T. brucei PFK, ADP-Glo luminescence; Potency, µM (top dose mostly 57.5 µM), inactives show at the top dose activity, negative = inhibition, most hits filed as inhibitors; hit rate 0.17% among 330,000; AID 485367;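 note: potency is the fitted concentration of half-maximal effect; 0% = uninhibited 1x PFK enzyme wells and -100% = no-enzyme wells; nearly all actives have a fitted effect of over 60% in size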
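ADP-Glo luminescence quantified ADP after 45 min at room temperature, with 1.25 nM T. brucei PFK, 0.1 mM ATP and 0.5 mM fructose-6-phosphate in pH 8.0 TEA buffer. qHTS titrations up to 57 µM; curves classified by quality.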
Gal4-VP16 FLuc: Gal4-VP16 reporter inhibition counter-screen; Potency, µM (titrated, usually from 53.6 µM), for the others: top-dose activity, negative = inhibition, usual class: inhibitors; hit rate 3.5% among 310,000; Drosophila S2 Gal4-VP16 UAS-luciferase, luminescence, 20 h; AID 2546;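 note: Gal4-VP16 expression switched on by copper sulfate through the metallothionein promoter; potency is the fitted concentration of half-maximal effect; % is set by controls: 0 for no effect and ±100 for the full control effect; nearly all actives have a fitted effect of over 50% in size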
Giardia kill: Giardia lamblia killing | Giardia lamblia trophozoite viability | activity change, % at 7.66 µM, hits read low | hit rate 0.15% among 340,000 | AID 540267; in the data active = activity change below about -80%; inconclusive = between about -30% and that limit;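 note: parasites exposed to compound for two days anaerobically before the ATP read; % is set by controls: 0 for no effect and ±100 for the full control effect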
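Each well holds 100 Giardia trophozoites and compound. After two days (48 hrs) at 37 deg C in anaerobic conditions, ATP is quantified by luminescence.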
uPA generation: inhibitors of cell surface uPA generation; cell surface uPA generation assay, qHTS; Potency, µM (titrated, usually from 38.3 µM), for the others: at the highest dose activity change, negative = inhibition, most hits filed as inhibitors; hit rate 0.31% among 330,000; active = well fitted inhibition curve with a large enough effect; inconclusive = small, poorly fitted or top-dose-only effect; inactive = no such curve, though single readings can be large or run the other way; tested in mouse RAW 264.7 cells; note: potency is the fitted concentration of half-maximal effect; % is set by controls: 0 for no effect and ±100 for the full control effect; nearly all actives have a fitted effect of over 55% in size
FLuc modulator: firefly luciferase modulation, counter-screen for miR-21 project | P08659 | purified FLuc, Km substrates, luminescence inhibition | Potency, µM (highest dose often 57.5 µM), for inactives: top-dose activity change, negative = inhibition, actives largely listed as inhibitors | hit rate 6.9% among 360,000;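 note: potency is the fitted concentration of half-maximal effect; plate controls were vehicle for no effect and reference inhibitor for full effect; nearly all actives have a fitted effect of over 55% in size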
Target sequence (P08659 whole entry, looked up): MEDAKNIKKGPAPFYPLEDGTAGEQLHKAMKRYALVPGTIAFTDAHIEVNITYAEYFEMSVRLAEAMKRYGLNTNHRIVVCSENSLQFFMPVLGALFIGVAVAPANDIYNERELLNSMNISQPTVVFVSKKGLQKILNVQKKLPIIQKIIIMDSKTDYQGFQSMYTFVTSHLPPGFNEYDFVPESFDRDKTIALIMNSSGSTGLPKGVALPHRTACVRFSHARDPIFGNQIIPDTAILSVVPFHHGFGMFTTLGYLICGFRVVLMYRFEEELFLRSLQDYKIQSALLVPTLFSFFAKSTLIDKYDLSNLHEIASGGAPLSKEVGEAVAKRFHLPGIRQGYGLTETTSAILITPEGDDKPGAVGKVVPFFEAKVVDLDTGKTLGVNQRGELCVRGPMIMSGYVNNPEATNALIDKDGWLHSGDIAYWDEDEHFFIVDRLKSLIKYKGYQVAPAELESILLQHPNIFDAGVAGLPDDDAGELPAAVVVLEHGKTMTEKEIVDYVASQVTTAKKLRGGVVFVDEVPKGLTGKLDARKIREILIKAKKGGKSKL
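Purified P. pyralis luciferase, 10 nM final, with Km-level 10 uM D-luciferin and 10 uM ATP in 50 mM Tris acetate pH 7.5, 10 mM Mg acetate, 0.01% Tween-20, 0.05% BSA; 6-point qHTS titration about 60 µM downward; luminescence read.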
ELG1 genotoxic: genotoxicity induction in ELG1-luciferase HEK293T cells; HEK293T ELG1-luciferase reporter, luminescence, 16 h; Potency, µM (highest dose often 46 µM), for the others: at the top dose activity change, positive = activation, actives largely listed as activators; hit rate 1.3% among 330,000; AID 504466; note: potency is the fitted concentration of half-maximal effect; % of control where 0% means no effect; nearly all actives have a fitted effect of over 60% in size
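Step 1: seed 2,000 HEK293T ELG1-luciferase cells per well. Step 2: add compound or DMSO, incubate 16 hr at 37 °C. Step 3: ONE-Glo, 30 min at room temperature, read luminescence.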
Rab9 promoter act: activators of Rab9 promoter; Potency, µM (highest dose often 9.22 µM), for the others: at the highest dose activation, negative = inhibition, hits mostly activators; Huh7 Rab9 promoter-luciferase reporter, luminescence, 24 h; hit rate 2.8% among 320,000; note: potency is the fitted concentration of half-maximal effect; % of control where 0% means no effect; nearly all actives have a fitted effect of over 60% in size
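Luminescence from Amplite-detected luciferase (10 minutes, ambient) reports Rab9 promoter activation. Before that, stable Rab9-luciferase Huh7 cells (1500/well, reduced-serum OP-MEM I plus 10% FBS) were exposed to compound for 24 hours at 37C.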
NPC1 prom act: activates the NPC1 promoter | Huh7 NPC1 promoter luciferase reporter, 24 h | Potency, µM (highest dose often 9.22 µM), without a hit: top-dose activation, hits mostly activators | hit rate 2.4% among 320,000;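 note: potency is the fitted concentration of half-maximal effect; % of control where 0% means no effect; nearly all actives have a fitted effect of over 60% in size; reporter is driven by a mutant NPC1 promoter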
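Readout is luciferase luminescence, reflecting NPC1 promoter activation in stably transfected Huh7 cells after 24 h compound exposure at 37 °C in reduced-serum medium with 10% FBS.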
RORg inh: blocks mouse ROR gamma transcriptional activity | Drosophila S2 Gal4-RORgamma UAS-luciferase reporter, 20 h | Potency, µM (highest dose often 53.6 µM), for inactives: top-dose activity change, negative = inhibition, hits mostly inhibitors | hit rate 5.4% among 310,000 | AID 2551; note: potency is the fitted concentration of half-maximal effect; % is set by controls: 0 for no effect and ±100 for the full control effect; nearly all actives have a fitted effect of over 60% in size
Target sequence (P51450 whole entry, looked up, the tested form may be a part): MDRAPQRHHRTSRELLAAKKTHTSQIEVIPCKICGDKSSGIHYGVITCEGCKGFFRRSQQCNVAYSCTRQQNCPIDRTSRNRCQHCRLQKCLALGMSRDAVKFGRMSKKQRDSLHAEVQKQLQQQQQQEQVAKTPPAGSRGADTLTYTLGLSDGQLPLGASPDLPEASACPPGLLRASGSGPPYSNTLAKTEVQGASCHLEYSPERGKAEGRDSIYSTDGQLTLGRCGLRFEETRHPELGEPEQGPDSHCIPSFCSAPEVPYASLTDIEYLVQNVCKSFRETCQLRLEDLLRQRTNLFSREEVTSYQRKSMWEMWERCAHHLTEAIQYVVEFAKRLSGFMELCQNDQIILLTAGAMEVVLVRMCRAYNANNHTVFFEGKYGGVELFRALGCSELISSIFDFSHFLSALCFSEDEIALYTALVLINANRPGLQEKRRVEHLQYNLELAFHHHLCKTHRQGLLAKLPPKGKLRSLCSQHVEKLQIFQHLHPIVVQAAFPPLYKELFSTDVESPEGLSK
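Drosophila S2 cells stably expressing Gal4-DBD/mouse RORγ fusion under metallothionein promoter plus UAS-luciferase; compound 1 h, then 700 uM CuSO4 induction for 20 h at ambient temperature; inhibition read as reduced luminescence.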
Coupling enz: inhibits coupling enzyme system, counter-screen for aldolase hits; AID 2472; activity change, negative = inhibition, % at 58.2 µM, hits read low; hit rate 0.67% among 290,000; coupling enzyme system counterscreen, AmpLite Red fluorescence; in the data active = activity change below about -30%; note: % is set by controls: 0 for no effect and ±100 for the full control effect
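Activity here indicates interference with the coupling reaction, not aldolase inhibition. Compounds at 57.5 uM final met coupling enzymes for 10 min at RT; substrate and AmpLite Red detection followed, with a 525/598 nm fluorescence read after 20 min.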
KCNH2 3.1 block: blocks the human KCNH2 3.1 channel isoform; hit rate 0.95% among 340,000; activity change, % (tested at about 1.8 µM); U2OS KCNH2 3.1, thallium flux FluxOr; hits give low values;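 active = maximum activity change below -70%; inconclusive = maximum activity change from -70% to -50%; inactive = maximum activity change above -50%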;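 note: thallium influx rate constant from kinetic fluorescence after stimulation buffer; % is set by controls: 0 for no effect and ±100 for the full control effect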
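We transduce U2OS cells with the mutant 3.1 virus, culture them overnight, load FluxOr with Red40 quencher for 45 min, then add stimulation buffer and read kinetically for 2 min to derive a normalized rate constant.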
An asterisk follows results filed as active; [ ] = remark or other dose. Unless noted, calls come from the whole dose curve; as a rule, active = well fitted curve in the direction sought with a large enough effect; inconclusive = small, poorly fitted or top-dose-only effect, or another doubt; inactive = no such curve, though single readings can be large; an effect the other way counts as inactive or inconclusive.

`CCOc1ccc(OCC)c(NS(=O)(=O)c2cccc3nsnc23)c1` gave Tb PFK inh -1.1%, Gal4-VP16 FLuc 15.7%, Giardia kill -0.1, uPA generation -1.4%, FLuc modulator 5.1%, ELG1 genotoxic -5.3%, Rab9 promoter act -2.0%, NPC1 prom act 1.0%, RORg inh 0.0%, Coupling enz -6.6 and KCNH2 3.1 block -1.0.
Screening Cc1cc(C(=O)N2CCc3c([nH]c4ccccc34)C2c2c(F)cccc2Cl)no1 (stereo not given) returned Tb PFK inh -3.7%, Gal4-VP16 FLuc -0.4%, Giardia kill -6.3, uPA generation -0.8%, FLuc modulator -0.7%, ELG1 genotoxic -6.0%, Rab9 promoter act 1.3%, NPC1 prom act -3.4%, RORg inh 5.1%, Coupling enz -0.2 and KCNH2 3.1 block -1.7.
`O=C(COc1ccc(Br)cc1)NCc1cn2ccccc2n1` gave Tb PFK inh 0.4%, Gal4-VP16 FLuc 20.5%, Giardia kill 7.1, uPA generation -4.3%, FLuc modulator -1.3%, ELG1 genotoxic -1.3%, Rab9 promoter act 2.1%, NPC1 prom act -4.1%, RORg inh 8.3%, Coupling enz 2.5 and KCNH2 3.1 block -16.1.
CN(C)S(=O)(=O)n1cnc2ccccc21 was read as Tb PFK inh -3.0%, Gal4-VP16 FLuc 3.2%, Giardia kill -9.4, uPA generation 2.5%, FLuc modulator 3.3%, ELG1 genotoxic -15.4%, Rab9 promoter act 0.5%, NPC1 prom act 0.6%, RORg inh -11.8%, Coupling enz 0.7 and KCNH2 3.1 block -7.7.
COc1ccc(NC(=O)COc2cccc3c2CCNC3=O)cc1 was read as Tb PFK inh -4.2%, Giardia kill -4.6, uPA generation 3.2%, FLuc modulator -8.1%, ELG1 genotoxic inconclusive, Rab9 promoter act -3.1%, NPC1 prom act 1.7% and KCNH2 3.1 block -24.4.
Screening COc1ccc(C2=CC(=O)C[C@H](c3ccc(F)cc3)C2)c(F)c1F returned Tb PFK inh 0.6%, Giardia kill 5.3, uPA generation -6.7%, FLuc modulator 0.6%, ELG1 genotoxic -1.1%, Rab9 promoter act -4.8%, NPC1 prom act -2.3% and KCNH2 3.1 block -5.5.
Screening NNc1nc(C(F)(F)F)nc2ccccc12 returned Tb PFK inh -13.0%, Gal4-VP16 FLuc inconclusive, Giardia kill 9.3, uPA generation 7.9%, FLuc modulator 2.7%, ELG1 genotoxic -5.0%, Rab9 promoter act -1.4%, NPC1 prom act -0.1%, RORg inh inconclusive, Coupling enz -2.0 and KCNH2 3.1 block 8.7.
For CC(=O)/C(C(=N)N1CCN(c2cccc(Cl)c2)CC1)=C(\C)O the results were Tb PFK inh -21.2%, Gal4-VP16 FLuc 2.0%, Giardia kill 6.1, uPA generation 0.7%, FLuc modulator -0.2%[2.3 µM], ELG1 genotoxic 1.9%, Rab9 promoter act 2.1%, NPC1 prom act -0.5%, RORg inh 12.9%, Coupling enz -1.5 and KCNH2 3.1 block 3.9.
For O=C(Nc1nc(-c2ccccn2)cs1)c1ccc(S(=O)(=O)N2CCCCC2)cc1 the results were Tb PFK inh 3.5%, Gal4-VP16 FLuc 6.31µM*, FLuc modulator -14.1%, ELG1 genotoxic -11.8%, Rab9 promoter act -15.2%, NPC1 prom act -43.3%[inhibitor], RORg inh 1.58µM* and Coupling enz 0.0.
Screening O=S(=O)(c1ccccc1)N1CCN(S(=O)(=O)c2ccccc2)C1 returned Tb PFK inh 0.3%, Gal4-VP16 FLuc 9.1%, Giardia kill 14.8, uPA generation 12.7%, FLuc modulator -3.4%, ELG1 genotoxic 0.3%, Rab9 promoter act -10.0%, NPC1 prom act -3.0%, RORg inh 5.0% and Coupling enz -8.0.
`CCOC(=O)c1ccc(S(=O)(=O)N2CCC(N3CCCCC3)CC2)cc1` gave Tb PFK inh 0.7%, Gal4-VP16 FLuc 10.1%, Giardia kill -2.1, uPA generation 17.1%, FLuc modulator -0.4%, ELG1 genotoxic 3.1%, Rab9 promoter act -3.3%, NPC1 prom act 2.9%, RORg inh 14.3%, Coupling enz 0.8 and KCNH2 3.1 block -14.6.
For COC(=O)/C(=N\Nc1ccccc1)Sc1nnc(-c2ccc(OC)cc2)n1C the results were Tb PFK inh 3.3%, Gal4-VP16 FLuc inconclusive, Giardia kill 0.1, uPA generation 0.0%, FLuc modulator 3.4%, ELG1 genotoxic 0.5%, Rab9 promoter act -3.8%, NPC1 prom act 1.2%, RORg inh inconclusive, Coupling enz 10.7 and KCNH2 3.1 block -2.3.
`COc1ccc(NC(=O)N2CCCc3ccccc32)c(OC)c1` gave Tb PFK inh 1.1%, Gal4-VP16 FLuc 16.4%, Giardia kill 17.0, uPA generation 2.0%, FLuc modulator -10.8%, ELG1 genotoxic -0.2%, Rab9 promoter act 7.2%, NPC1 prom act 0.3%, RORg inh 22.5%, Coupling enz 0.5 and KCNH2 3.1 block -15.1.
`CCN(CC(O)CON=C1c2ccccc2-c2ccccc21)S(=O)(=O)c1ccc(Cl)cc1` (stereo not given) gave Tb PFK inh 0.0%, Gal4-VP16 FLuc inconclusive, Giardia kill 17.1, uPA generation -6.7%, FLuc modulator -4.8%, ELG1 genotoxic -9.8%, Rab9 promoter act -0.4%, NPC1 prom act -0.8%, RORg inh inconclusive, Coupling enz -0.3 and KCNH2 3.1 block -14.7.
Screening CCN1CCN(C(=O)CCc2ccc(S(=O)(=O)NCCc3ccccc3)cc2)CC1 returned Tb PFK inh -0.6%, Gal4-VP16 FLuc -5.0%, Giardia kill -8.4, uPA generation -0.3%, FLuc modulator -1.4%, ELG1 genotoxic 0.8%, Rab9 promoter act -1.1%, NPC1 prom act 0.5%, RORg inh 16.1%, Coupling enz -3.7 and KCNH2 3.1 block -4.3.
Screening Cc1c(NC(=O)CSc2nnnn2-c2ccc(O)cc2)c(=O)n(-c2ccccc2)n1C returned Tb PFK inh 5.6%, Gal4-VP16 FLuc -2.0%, Giardia kill -4.6, uPA generation -0.9%, FLuc modulator -0.4%, ELG1 genotoxic -4.8%, Rab9 promoter act 1.6%, NPC1 prom act 1.2%, RORg inh -27.9%, Coupling enz 1.4 and KCNH2 3.1 block 9.9.
For O=C(Nc1cccnc1)C1CCN(S(=O)(=O)c2ccc(Cl)cc2)CC1 the results were Tb PFK inh -0.9%, Gal4-VP16 FLuc -1.3%, Giardia kill -3.5, uPA generation 22.3%, FLuc modulator 0.5%, ELG1 genotoxic -3.2%, Rab9 promoter act -0.9%, NPC1 prom act -1.3%, RORg inh 10.2%, Coupling enz -1.0 and KCNH2 3.1 block 2.1.
For CCCCN=C(Nc1ccc(Cl)cc1)c1cccnc1 the results were Tb PFK inh 0.8%, Gal4-VP16 FLuc -5.2%, Giardia kill -19.8, uPA generation 1.0%, FLuc modulator -1.5%, ELG1 genotoxic -0.2%, Rab9 promoter act -0.4%, NPC1 prom act -0.2%, RORg inh -42.3% and Coupling enz -0.3.
`Cc1ccc(Cl)c(N/C=C/C(=O)c2ccccc2)c1` gave Tb PFK inh -1.9%, Gal4-VP16 FLuc inconclusive, Giardia kill -13.9, uPA generation inconclusive, FLuc modulator 1.07µM*, ELG1 genotoxic 9.2µM*, Rab9 promoter act inconclusive, NPC1 prom act inconclusive, RORg inh -34.6%, Coupling enz -5.3 and KCNH2 3.1 block 5.3.
Screening COc1ccc(C(C(=O)NC(C)(C)C)N(CCc2ccccc2)C(=O)CCC(=O)Nc2cc(C)on2)cc1 (stereo not given) returned Tb PFK inh 3.6%, Gal4-VP16 FLuc 17.9%, Giardia kill 1.4, FLuc modulator -5.7%, ELG1 genotoxic -0.3%, Rab9 promoter act 7.9%, NPC1 prom act 9.2%, RORg inh 32.1%, Coupling enz 0.3 and KCNH2 3.1 block -6.1.
Screening OCC1(Cc2ccc(Cl)cc2)CCN(Cc2ccccc2F)CC1 returned Tb PFK inh -0.8%, Gal4-VP16 FLuc -0.5%, Giardia kill -19.1, uPA generation -1.2%, FLuc modulator 1.2%, ELG1 genotoxic -7.0%, Rab9 promoter act -7.8%, NPC1 prom act -4.9%, RORg inh 10.0%, Coupling enz -0.9 and KCNH2 3.1 block inconclusive.
For CC(=O)N/C(=C/c1ccccc1)c1ccccc1 the results were Tb PFK inh -11.7%, Giardia kill 0.1, uPA generation -7.3%, FLuc modulator 6.0%, ELG1 genotoxic 7.2%, Rab9 promoter act -1.5%, NPC1 prom act -4.2% and KCNH2 3.1 block 1.4.
For Cn1nnnc1SCC(=O)N1CCc2ccccc21 the results were Tb PFK inh -2.6%, Gal4-VP16 FLuc -10.5%, Giardia kill 3.8, uPA generation 2.0%, FLuc modulator -9.9%, ELG1 genotoxic 5.3%, Rab9 promoter act 12.7%, NPC1 prom act 4.5%, RORg inh 9.9%, Coupling enz 0.0 and KCNH2 3.1 block 2.1.

Assay outcomes (PubChem BioAssay)
